AID2073 = inhibitors of Mint1-CaV2.2 protein interaction, biochemical, HTRF (AID 2073) | HTRF protein-protein interaction, Mint1-CaV2.2; higher % means a stronger effect | inhibition, % at 20 µM; hits with a dose series show IC50 in µM | actives 0.19% (n = 290,000); in the data active = inhibition mostly above about 51%, no sharp cut-off; inconclusive = no clear call, values can overlap the other calls; inactive = mostly below about 53%; note: some results filed as inactive read as strong as hits
HIV peptide binding = cell-free HIV fusion peptide-binding blockers – biochemical, uHTS, fluorescence dequenching, primary screen (AID 1986). inhibition, % at 20 µM; hits with a dose series show IC50 in µM. actives 0.3% (n = 290,000). cell-free peptide binding, fluorescence dequenching, 30 min; higher % means a stronger effect; in the data active = inhibition mostly above about 52%, no sharp cut-off; inactive = mostly below about 76%; note: some results filed as inactive read as strong as hits
Active calls of the source: *; ? = inconclusive. The list is partial. The share of hits here may be higher or lower than overall.

SMILES	AID2073	HIV peptide binding
CC(C)(C)NS(=O)(=O)c1ccc(CCC(=O)NCc2ccccn2)cc1	-1%	0.2%
CCNC(=O)NC(=O)C(C)Sc1nc2ccccc2c(=O)n1-c1cccnc1 (centres undefined)	-14%	0.0%
CCOc1ccc(/C(C)=N\NC(=O)Cc2ccccc2)cc1	8%	-2.6%
COc1ccc(-n2cc(-c3ccccc3)c3c(NCCOCCO)ncnc32)cc1	4%	2.9%
Cc1c(Cc2ccccc2)c(=O)oc2cc(OC(C)C(=O)NCC3CCC(C(=O)O)CC3)c(Cl)cc12 (centres undefined)	20%	1.3%
O=CN1CCN(C(=O)CC(c2ccccc2)c2cc(Br)ccc2O)CC1 (centres undefined)	11%	1.5%
O=C(COC(=O)c1cc([N+](=O)[O-])ccc1N1CCOCC1)Nc1ccc(Cl)cn1	8%	1.7%
COCC1CCCCN1C(=O)c1ccc(OC2CCN(CCc3ccccc3)CC2)cc1 (centres undefined)	-1%	1.4%
CC(=O)c1c(C)[nH]c(C(=O)/C(C#N)=C/c2cccc(C)c2)c1C	20%	3.2%
CCN1CCN(S(=O)(=O)c2ccc(-c3cc(C)no3)s2)CC1	9%	0.0%
CC[C@H](C)[C@H](NC(N)=O)C(=O)NNC(=O)c1ccc(COc2cccc3cccnc23)cc1	8%	-5.7%
CC(CN1CCCC1)OC(=O)Cc1ccc(Cl)cc1 (centres undefined)	-5%	1.8%
CCOc1ccc(N(CC(=O)NCc2ccc(F)cc2)C(=O)c2ccco2)cc1	-7%	-0.1%
CC(Oc1ccc2ccc(=O)oc2c1)C(=O)NCCN1CCOCC1 (centres undefined)	2%	-0.7%
COc1ccc(CNC(=O)c2nn(C)c3c2CS(=O)(=O)c2ccccc2-3)cc1	-4%	1.2%
O=C(NCc1ccc2c(c1)OCO2)c1nc(S(=O)(=O)Cc2ccccc2)ncc1Cl	-22%	-2.4%
Cc1cc(OCC(=O)Nc2cc(C(C)(C)C)on2)ccc1[N+](=O)[O-]	-3%	-0.5%
O=C(CN1CCN(S(=O)(=O)/C=C/c2ccccc2)CC1)NCC(F)(F)F	1%	-1.0%
COc1ccc(-n2c(SCC(=O)Nc3cc(C)on3)nc3c([nH]c4ccccc43)c2=O)cc1OC	7%	0.3%
COc1ccccc1-n1cc(-c2ccc(C)cc2)[nH]c1=S	-16%	-1.6%
CC1(C)Cc2c(sc3nc(=S)[nH]c(N)c23)CO1	-20%	0.9%
Nc1nc2c(-c3ccc(Br)cc3)nnn2c2ccccc12	48%	0.6%
COc1ccc(Cl)cc1NC(=O)CCNC(=O)Cn1ccc2ccccc2c1=O	5%	9.1%
O=C(CNC(=O)N1CC(=O)Nc2ccccc21)Nc1cccc(F)c1	6%	1.2%
CCOc1ccc(S(=O)(=O)c2c[nH]c3ccccc3c2=O)cc1	6%	-1.0%

Next part; it opens with the 4 that closed the last part.
SMILES	AID2073	HIV peptide binding
Nc1nc2c(-c3ccc(Br)cc3)nnn2c2ccccc12	48%	0.6%
COc1ccc(Cl)cc1NC(=O)CCNC(=O)Cn1ccc2ccccc2c1=O	5%	9.1%
O=C(CNC(=O)N1CC(=O)Nc2ccccc21)Nc1cccc(F)c1	6%	1.2%
CCOc1ccc(S(=O)(=O)c2c[nH]c3ccccc3c2=O)cc1	6%	-1.0%
COc1ccc(NCc2ccc(OC)c(Cn3ccnc3)c2)c(OC)c1	37%	0.2%
CN(C)CCNc1nc2c(c(=O)[nH]c(=O)n2C)n1CCOc1ccccc1	21%	-0.6%
CCC1CN(C(=O)NCc2ccc(F)cc2)c2cc(C)ccc2O1 (centres undefined)	-1%	0.6%
C[C@H](NC(=O)[C@@H]1Cc2ccccc2CN1C(=O)OC(C)(C)C)C(=O)NC1CCCCC1	6%	-0.8%
CCCCN(C)C(=O)Cn1nc(-c2ccc(Cl)cc2)ccc1=O	-3%	-1.1%
O=C(NCCS(=O)(=O)N1CCN(c2ccccc2F)CC1)c1cc(=O)c2ccccc2o1	11%	1.6%
CCOC(=O)C1CCN(C(=O)CN2C(=O)c3cccnc3Oc3ccccc32)CC1	19%	0.3%
CCC(Sc1nnc(-c2ccco2)n1C)C(=O)Nc1nnc(C)s1 (centres undefined)	1%	0.2%
O=C1CCCCN1CCCC(=O)N1CCCC(Nc2ccc(F)cc2)C1 (centres undefined)	-6%	-0.1%
COc1ccc(CNC(=O)CN(C(=O)CCC(=O)Nc2ccccn2)c2ccc(C)cc2)cc1	-8%	0.9%
CSc1nc(N)c2c3c(sc2n1)CN(C)CC3	-13%	3.1%
CCOc1ccccc1C(=O)N/N=C/c1ccoc1	15%	-0.9%
CC(C)NC(=O)NC(=O)CN1c2cccc3cccc(c23)S1(=O)=O	-7%	-1.3%
COc1ccc(Cl)cc1NC(=O)C/C(C)=N/NC(=O)c1ccc(O)cc1	24%	-0.5%
CC(=O)c1ccccc1Oc1ncnc(N)c1[N+](=O)[O-]	-1%	-1.0%
CC(C)C(=O)N1CCN(c2ccccc2NC(=O)c2cccc3ccccc23)CC1	14%	-1.4%
Cn1c(SCc2cccc(F)c2)nnc1-c1ccncc1	10%	-0.5%
CCOCCCNC(=S)N1CCN(c2nc(-c3ccccc3)cs2)CC1	-27%	0.4%
CCCn1c(SCC(=O)NC2CC2)nnc1-c1cccs1	1%	0.1%
O=C(c1cc([N+](=O)[O-])ccc1Cl)N1CCN(Cc2ccccc2)CC1	1%	-0.3%
Cc1nc2scc(C)n2c(=O)c1S(=O)(=O)Nc1ccc(N2CCOCC2)cc1	2%	-1.3%
CC(=O)c1ccc(NC(=O)CCS(=O)(=O)c2ccc3c(c2)n(C)c(=O)c(=O)n3C)cc1	15%	-1.2%
CCc1ccc(OCC(=O)N2CC(C(=O)OC)Oc3ccccc32)cc1 (centres undefined)	2%	0.4%
COc1cccc(CC(=O)Nc2ccc3c(c2)CCC3)c1	8%	-1.1%
COc1ccc(S(=O)(=O)NCC(=O)N(CC2CCCO2)C(C(=O)NC2CCCC2)C(C)C)cc1 (centres undefined)	-8%	-0.1%

Five compounds drawn at random from the list so far:
SMILES	AID2073	HIV peptide binding
CC(C)NC(=O)NC(=O)CN1c2cccc3cccc(c23)S1(=O)=O	-7%	-1.3%
COc1ccc(S(=O)(=O)NCC(=O)N(CC2CCCO2)C(C(=O)NC2CCCC2)C(C)C)cc1 (centres undefined)	-8%	-0.1%
O=C(NCCS(=O)(=O)N1CCN(c2ccccc2F)CC1)c1cc(=O)c2ccccc2o1	11%	1.6%
CSc1nc(N)c2c3c(sc2n1)CN(C)CC3	-13%	3.1%
CCC1CN(C(=O)NCc2ccc(F)cc2)c2cc(C)ccc2O1 (centres undefined)	-1%	0.6%

Going on with the list.
SMILES	AID2073	HIV peptide binding
O=c1[nH]c(COc2ccc(Br)cc2Cl)nc2ccccc12	10%	1.7%
CC(C)NC(=O)C1CCN(Cc2cccc(Oc3ccccc3)c2)CC1	8%	-0.5%
O=C1CCCCN1CCC(=O)N1CCCC(Nc2ccc(F)c(F)c2)C1 (centres undefined)	-5%	-1.0%
O=C(CNC(=O)N1CC(=O)Nc2ccccc21)Nc1cc(Cl)ccc1Cl	-4%	0.6%
CCOc1ccc(C(C)NC(=S)NCc2ccc(F)cc2)cc1 (centres undefined)	8%	-1.8%
COc1ccccc1OCc1nnc(SCC(N)=O)n1-c1ccccc1	16%	-1.9%
Cc1nn(Cc2noc(C(=O)NC3CCC(C)CC3)n2)c(C)c1Br (centres undefined)	14%	0.4%
CN(C)C(CNC(=O)CNC(=O)Cc1cccc2ccccc12)c1ccccc1 (centres undefined)	22%	-0.6%
Cc1ccc(-c2nc(S(=O)(=O)c3ccc(C)cc3)c(N(C)C)o2)cc1	-4%	-1.1%
Cc1cccc(NC(=O)CCCC(=O)OC(C)C(=O)c2ccccc2)c1 (centres undefined)	1%	0.4%
Cc1cc(C)c(C)c(OCCn2ccnc2)c1	6%	-0.8%
Cc1cc(C(=O)Nc2ccc3c(c2)OCO3)no1	4%	-3.1%
CCCCc1cn(C[C@H]2CC[C@@H]([C@@H]3CC[C@H](Cn4cc(CCCC)nn4)O3)O2)nn1	4%	0.0%
CC(=O)NCCC1CCCCN1C(=O)c1cc(COc2cc(C)ccc2C)on1 (centres undefined)	37%	0.5%
OCCN(CCCn1c(C(F)(F)F)nc2ccccc21)c1nc(CN2CCCCC2)cs1	-6%	-0.2%
Cc1nc2ccc(C(=O)N(C)CC3CCCN(CCc4ccc(Cl)cc4)C3)cc2[nH]1 (centres undefined)	5%	1.4%
CCc1ccccc1N(C)S(=O)(=O)c1ccc(-c2cc(C)no2)s1	5%	1.7%
Cc1[nH]c2ccccc2c1-c1csc(N)n1	-17%	2.0%
CN1C(=O)C(C)(C)c2cc(S(=O)(=O)N3CCC(C(=O)NCc4ccccc4Cl)CC3)ccc21	-4%	1.4%
Cc1c(N(C)S(=O)(=O)c2cccc(C(=O)NC(C)C)c2)c(=O)n(-c2ccccc2)n1C	-20%	0.5%
Cc1c(CN2CCN(CC(C)C)C(CCO)C2)[nH]c2ccc(Cl)cc12 (centres undefined)	0%	3.4%
CC(=O)Nc1ccc(N/C=C/C(=O)c2ccc(Cl)cc2)cc1	16%	2.8%
CN1CCN(C(=O)C2CCCN(c3ncnc4c3nc3n4CCCCC3)C2)CC1 (centres undefined)	-8%	-1.0%
O=C(CCNC(=O)c1ccccc1Cl)NCCc1ccc(C(F)(F)F)cc1	19%	-2.3%
Cc1cc(S(=O)(=O)N2CCc3ccccc3C2)ccc1F	6%	0.3%

The last 5 records of the part before are carried over, then new ones follow:
SMILES	AID2073	HIV peptide binding
Cc1c(CN2CCN(CC(C)C)C(CCO)C2)[nH]c2ccc(Cl)cc12 (centres undefined)	0%	3.4%
CC(=O)Nc1ccc(N/C=C/C(=O)c2ccc(Cl)cc2)cc1	16%	2.8%
CN1CCN(C(=O)C2CCCN(c3ncnc4c3nc3n4CCCCC3)C2)CC1 (centres undefined)	-8%	-1.0%
O=C(CCNC(=O)c1ccccc1Cl)NCCc1ccc(C(F)(F)F)cc1	19%	-2.3%
Cc1cc(S(=O)(=O)N2CCc3ccccc3C2)ccc1F	6%	0.3%
CCOc1ccc(CN(C)c2nc(-c3cccnc3)nc3ccccc23)cc1OC	3%	-0.5%
COc1ccc(NC(=O)CSc2nc3ccsc3c(=O)n2CCC(=O)O)c(OC)c1	9%	1.2%
Cc1ccc(C)c(N(C)S(=O)(=O)c2ccc3c(c2)oc(=O)n3C)c1	15%	1.0%
O=C(CN(Cc1ccccc1)C(=O)CNS(=O)(=O)c1ccc(Cl)cc1)NCC1CCCO1 (centres undefined)	0%	0.7%
CC(=O)Nc1ccc(S(=O)(=O)Nc2nc3ccccc3nc2Nc2ccc(O)c(C(=O)O)c2)cc1	4%	55%
COc1ccc(-n2c(SCC(=O)N(C)c3ccccc3)nc3c([nH]c4ccccc43)c2=O)cc1OC	18%	1.2%
Cc1nnc2sc(-c3cccc(F)c3)nn2c1=O	12%	0.1%
Cc1ccc(NC(=O)CSc2nn3c(=O)c(C)nnc3s2)cc1Cl	-7%	-0.9%
COc1ccccc1C(CNC(=O)c1cccc(S(=O)(=O)Nc2ccc(C)cc2)c1)N(C)C (centres undefined)	-2%	1.2%
CC1(C)c2[nH]c3ccccc3c2C[C@H]2C(=O)N(CCCCCO)CC(=O)N21	8%	-0.5%
OC(Cn1cnnc1)c1ccccc1 (centres undefined)	3%	-0.9%
Clc1cccc(OCc2nnc(-c3ccccc3Br)o2)c1	10%	-0.7%
COCCNC(=O)COc1coc(CN2CCN(Cc3ccccc3)CC2)cc1=O	-5%	1.1%
Cc1cccc(NC(=O)C(Cc2ccccc2)c2nn[nH]n2)c1C (centres undefined)	12%	-0.4%
COc1ccc(F)cc1CN1CCN(C(=O)CCC(=O)Nc2nnc(C3CCCCC3)s2)CC1	-3%	0.5%
COc1ccc(C(=O)N2CCc3cc4c(cc3C2C)OCCCO4)cc1 (centres undefined)	11%	0.8%
O=C(CN1CCC(NC(=O)C2CC2)CC1)Nc1ccccc1[N+](=O)[O-]	6%	-2.0%
Cn1c(=O)[nH]c(=O)c2c1nc1n2CC(O)CN1c1ccccc1 (centres undefined)	1%	-0.4%
Cc1ccc(-c2nn(CCC(=O)NC(C)C)c(=O)c3ccccc23)cc1	-1%	1.9%
Cc1cc(C)c(NC(=O)c2ccc3c(c2)C(=O)N(Cc2cccnc2)C3=O)c(C)c1	0%	-0.8%
Cc1coc2cc3oc(=O)c(CCC(=O)NCCCn4ccnc4)c(C)c3cc12	10%	-0.4%
Cc1ccc(N(C(=O)c2ccco2)C(C(=O)NC2CCCC2)c2cccnc2)cc1 (centres undefined)	0%	1.4%
Cc1ccc(C2=NN(C(=O)CCCC(=O)O)C(c3ccc4c(c3)OCO4)C2)cc1 (centres undefined)	3%	0.4%
COc1ccc(NC(=O)CN2C(=O)CSc3ccc(S(=O)(=O)N4CCCC4)cc32)cc1OC	12%	-0.5%
O=C(C1CCCN(S(=O)(=O)c2ccc(F)cc2)C1)N1CCCCCC1 (centres undefined)	13%	0.8%

Further records follow.
SMILES	AID2073	HIV peptide binding
COc1ccc(C(=O)NCc2ccc(N3CCN(C)CC3)cc2)cc1	?	-0.7%
CC(=O)N(Nc1ccccc1)c1ccccc1	2%	-0.6%
O=C(NNC(=O)c1ccccc1O)c1ccc(Br)cc1	10%	6.5%
CC(C)CN1CCN(C(=O)CCc2nnc(Cc3c[nH]c4ccccc34)o2)[C@@H](C)C1=O	10%	-0.7%
COc1ccc2[nH]cc(CCNC(=O)Nc3ccccc3C)c2c1	14%	-0.6%
CCCCN(C(=O)c1ccc(C#N)cc1)c1c(N)n(CCC)c(=O)[nH]c1=O	3%	-0.9%
Cc1ccc(NC(=O)c2ccc(COc3ccccc3)o2)nc1	-5%	-0.2%

High-throughput results: PubChem, Sanford-Burnham Center for Chemical Genomics
